# Screening results (PubChem)
# DUSP3 inh: VHR1 phosphatase inhibitors, primary screen, biochemical, colorimetric, HTS | Dual specificity protein phosphatase 3 (Homo sapiens), P51452 | recombinant VHR phosphatase, colorimetric substrate read-out | inhibition, % at 20 µM | 0.7% of 50,000 active | AID 1992, 2009; in the data active means inhibition above about 60%; further: some results filed as inactive read as strong as hits
# Target sequence (P51452 whole entry, looked up): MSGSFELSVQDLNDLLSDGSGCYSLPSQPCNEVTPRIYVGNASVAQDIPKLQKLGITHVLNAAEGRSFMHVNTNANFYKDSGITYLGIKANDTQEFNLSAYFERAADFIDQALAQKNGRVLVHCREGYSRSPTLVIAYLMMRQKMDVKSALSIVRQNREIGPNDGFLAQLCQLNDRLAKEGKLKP
# An asterisk follows results filed as active; & = joins results of further samples. Some of the compounds tested; rates above refer to the full screens.
SMILES,DUSP3 inh
CS(=O)(=O)N(Cc1ccc(Cl)cc1)c1ccc(C(=O)N2CCCC2)cc1,-58.3
O=C(COc1ccc(Cl)cc1Br)NCc1ccccn1,-0.2
CSc1nnc2c(n1)OC(c1cccc(C)n1)Nc1ccccc1-2 (stereo not drawn),-35.3
CCCCCCCc1nc2ccccc2[nH]1,1.0
COC(=O)C1=C(C(=O)OC)SC(=C2C(=S)C(C)(C)N(C(=O)c3cccc(C)c3)c3ccc(OC)cc32)S1,-3.5
O=C(O)c1cc(C(=O)O)cc(N2C(=O)c3cccc4c([N+](=O)[O-])ccc(c34)C2=O)c1,-31.2
CN1CCN(CCCC(=O)c2ccc(F)cc2)CC1,-19.4
COc1ccc(CCNC(=O)C2CC2c2ccccc2)cc1OC (stereo not drawn),-39.5
COc1cc2c(cc1NS(=O)(=O)c1ccccc1)oc1ccccc12,-6.3
Cc1ccc(C(=O)Nc2ccc(Cc3ccncc3)cc2)cc1C,-2.5
COc1ccc(CC(=O)Nc2sc3c(c2C(=O)Nc2ccccc2OC)CCC3)cc1,2.1
O=C(Nc1cccc(F)c1)C1CC(=O)N(c2ccc(Br)cc2)C1 (stereo not drawn),12.5
CC(=O)NC(n1c(SCc2ccccc2)nc2ccccc21)C(Cl)(Cl)Cl (stereo not drawn),-5.8
CCCc1cc2c(-c3ccccc3)cc(=O)oc2cc1OCC(=O)O,-8.7
Cc1ccc(C(=O)/C(=C/c2ccc(-c3cccc([N+](=O)[O-])c3)o2)c2nc3ccccc3o2)cc1,-2.7
CCc1ccccc1N(CC(=O)Nc1ccccc1Br)S(C)(=O)=O,-6.8
COc1ccc(N2C(=O)NC(=O)/C(=C/c3cccn3-c3cccc([N+](=O)[O-])c3)C2=O)cc1,12.8
COCCCNCCCCOc1c(C)cc(C)cc1C,-5.6
CCN(C(=O)c1cc2cc(Cl)cc(Cl)c2oc1=O)c1ccccc1,-14.0
O=C(O)CCC(=O)N1N=C(c2ccc(Br)cc2)CC1c1ccccc1 (stereo not drawn),-9.7
COc1cc2c(cc1OC)-c1nnc(-c3ccc(Br)cc3)n1C(C)(C)C2,-18.6
COc1ccc(Cl)cc1NC(=O)c1cc2nc(-c3ccccc3)cc(C)n2n1,-5.2
Nc1nc(-c2cccc([N+](=O)[O-])c2)cs1,-11.2
CCOc1ccc(NC(=O)C(C)C)c([N+](=O)[O-])c1,1.2
COc1ccc(N2C(=O)C3C4C=CC(C4=C4CCCC4)C3C2=O)cc1 (stereo not drawn),-41.4
COc1cc(C=O)ccc1OCCOc1ccc(C)c(C)c1,-12.4
O=C(NC12CCC3CC(CC(C3)C1)C2)c1ccc(Br)cc1,28.7
O=C1C=C(NCCN2CCOCC2)CC(c2ccccc2)C1 (stereo not drawn),25.3
COc1ccc(S(=O)(=O)N2CCC(C(=O)O)CC2)cc1C(=O)O,-14.9
C=CCOc1ccccc1/C=N/N=C(N)N,-4.6

# Grouped by structure: those above with an aryl thioether with sulfur outside any ring (2)
SMILES,DUSP3 inh
CSc1nnc2c(n1)OC(c1cccc(C)n1)Nc1ccccc1-2 (stereo not drawn),-35.3
CC(=O)NC(n1c(SCc2ccccc2)nc2ccccc21)C(Cl)(Cl)Cl (stereo not drawn),-5.8

# Additional entries follow:
SMILES,DUSP3 inh
COc1ccc(N2C(=O)/C(=C\c3cccnc3)SC2=S)cc1,2.5
C=CCn1c(=O)c(C(=O)Nc2ccccc2Cl)c(O)c2ccccc21,2.7
CC(C)c1ccc(N=Cc2ccc(OC3CSC3)cc2)cc1,-33.3
COc1ccc(/C=N/NS(C)(=O)=O)cc1,0.3
CCOC(=O)c1cnn2c(C)cc(-c3ccc(F)cc3)nc12,-28.2
COc1ccc(NC(=O)CSc2nc3ccccc3o2)c(OC)c1,-1.4
O=C1CC(c2ccccc2)CC2=C1C(c1cccc(C(F)(F)F)c1)Nc1ccccc1N2 (stereo not drawn),-10.0
Cc1cccc(NC(=O)CC2S/C(=N\N=C\c3cccs3)NC2=O)c1C (stereo not drawn),-18.7
O=C(Nc1ccc2c(c1)OCCO2)c1cccc([N+](=O)[O-])c1,-9.9
O=C(Nc1cccc(O)c1)/C(=C\c1cccs1)NC(=O)c1ccccc1,2.2
O=C(O)c1cc(NC(=O)c2cccc(Br)c2)cc(C(=O)O)c1,-1.9
O=C(Cc1ccccc1)NCc1ccc(Cl)cc1,-9.6
O=C(NCCOc1ccc(Cl)cc1)C(O)(c1ccc(Cl)cc1)c1ccc(Cl)cc1,0.2
O=C1NC(=O)N(c2ccc(Br)cc2)C(=O)/C1=C/C=C/c1ccccc1,-5.2
CCN(CC)C(=O)c1cnn(-c2ccccc2)c1NC(=O)c1ccccc1Cl,-24.3

# In another format: results already given.
> CCN(C(=O)c1cc2cc(Cl)cc(Cl)c2oc1=O)c1ccccc1
  DUSP3 inh: -14.0

> O=C(O)CCC(=O)N1N=C(c2ccc(Br)cc2)CC1c1ccccc1 (stereo not drawn)
  DUSP3 inh: -9.7

> COc1cc2c(cc1OC)-c1nnc(-c3ccc(Br)cc3)n1C(C)(C)C2
  DUSP3 inh: -18.6

> COc1ccc(Cl)cc1NC(=O)c1cc2nc(-c3ccccc3)cc(C)n2n1
  DUSP3 inh: -5.2

# Carrying on:
SMILES,DUSP3 inh
O=c1cc(Nc2ccc(Br)cc2)c2ccccc2n1-c1ccccc1,-15.9
COCCNC(=O)c1nn2c(C(F)(F)F)cc(-c3ccc(OC)cc3)nc2c1Cl,-25.0
Cc1ccccc1C(=O)Nc1ccc(-c2nc3ccccc3[nH]2)cc1,-0.6
CC(=O)C1=C(C)NC(=O)NC1c1ccccc1OCc1ccccc1 (stereo not drawn),-31.4
Cc1cc(=O)[nH]c(SCc2ccccc2)n1,7.9
O=C(CSCc1ccccc1)Nc1ccc2c(c1)C(=O)N(c1ccccc1)C2=O,25.9
CCC(C)OC(=O)C1=C(C)NC2=C(C(=O)CCC2)C1c1cccs1 (stereo not drawn),-16.6
O=C1CSc2ccc([N+](=O)[O-])cc2N1Cc1ccccc1F,11.5
CC(C)CNc1ncnc2ccc(Br)cc12,-9.4
O=C(N/N=C(/c1ccccc1)C(F)(F)F)c1ccncc1,-9.4
CCOc1ccc(N(CC(=O)N[C@@H]2C[C@H]3CC[C@@H]2C3)S(=O)(=O)c2ccc(SC)cc2)cc1,-1.9
Cc1onc(-c2ccccc2Cl)c1C(=O)N1CCC(C(O)(c2ccccc2)c2ccccc2)CC1,5.6
COc1ccc(NC(=O)CN(c2ccc(Br)cc2)S(C)(=O)=O)c(OC)c1,-7.6
COc1ccc(C(=O)N2CCN(Cc3cc(OC)c(OC)c(OC)c3)CC2)cc1OC,4.5
O=C1NC(=S)N(c2ccccc2)C(=O)/C1=C/c1cccs1,24.9
Cc1ccc(N2C(=O)/C(=C/c3cc(C)n(C)c3C)C(=O)NC2=S)cc1,22.0
Cc1cc(C)cc(OCC(O)CNC(C)(C)C)c1 (stereo not drawn),-8.4
Cc1ccc(/C=C/C(=O)NC(=S)Nc2ccc(S(N)(=O)=O)cc2)cc1,-28.3
COc1ccc(S(=O)(=O)N2CCN(C(=O)c3ccc(-c4ccccc4)cc3)CC2)cc1,8.5
CC(=O)Nc1ccc(S(=O)(=O)NCCSc2ccc(C)cc2)cc1,-28.5
CS(=O)(=O)N(CC(=O)Nc1ccc(Oc2ccccc2)cc1)c1cccc(Cl)c1,-10.6
COc1ccc(-n2c(O)c(C=NCc3ccc(F)cc3)c(=O)[nH]c2=O)cc1,-12.5
CCCCNc1ccc2c3c(cc(=O)n2C)-c2ccccc2C(=O)c13,10.0
COc1ccccc1N1CCN(S(=O)(=O)c2c(C)cc(C)cc2C)CC1,2.2
CCOC(=O)c1cnn2c(C(F)(F)F)cc(-c3ccc(OC)c(OC)c3)nc12,-19.6
Oc1ccccc1/C=N/Nc1nnc2c(n1)[nH]c1ccc(Br)cc12,-2.5
COC(C)(C)C(=O)C(C(=O)c1ccccc1)/C(=C/C(=O)c1ccccc1)C(C)(C)OC (stereo not drawn),-9.9
c1ccc(Cn2c(-c3ccco3)nc3ccccc32)cc1,22.4
O=C(Nc1cc(Cl)cc(Cl)c1)C1COc2ccccc2O1 (stereo not drawn),-3.0
COCCNC(=O)c1cccc([N+](=O)[O-])c1C,10.6
CCOC(=O)CCNC(=O)CCNC(=O)C(c1ccccc1)c1ccccc1,-17.9
COc1ccc(/C=C/C(=O)NC(C)Cc2ccccc2)cc1 (stereo not drawn),-17.1
Cc1ccc2c(c1)N(C(=O)Nc1ccccc1)C(C)(C)CC2C (stereo not drawn),-2.1
COc1cc(C=C2C(=O)NC(=S)NC2=O)cc(Cl)c1OCCOc1ccccc1C,20.9
CCN(CC)CCP(=O)(c1ccccc1)c1ccccc1,-17.4
Cc1cc2nc(-c3ccc(C)c(NC(=O)c4ccco4)c3)oc2cc1C,-9.7
CCCOc1ccc(N2C(=O)CC(N(CCc3ccc(OC)c(OC)c3)C(=O)CC)C2=O)cc1 (stereo not drawn),-11.6
O=C(N/N=C/c1cc(Cl)ccc1OCc1c(F)cccc1Cl)c1cccnc1,-10.5
CCOc1ccc(N2C(=O)/C(=C/c3ccc(N(CC)CC)o3)C(=O)NC2=S)cc1,-16.2
COc1ccc(C(=O)N=Nc2c(O)n(CN3CCN(C)CC3)c3ccc(Br)cc23)cc1,-9.7
O=C(CSc1nnc2c(n1)[nH]c1ccccc12)Nc1cccc2ccccc12,0.0
COc1ccc(C2CC(c3ccccc3)=Nc3ccccc3S2)cc1OC (stereo not drawn),-17.3
O=[N+]([O-])c1ccc(Cl)cc1NCCNS(=O)(=O)c1ccc2ccccc2c1,-24.7
O=C1C(=O)N(c2nc3ccccc3s2)C(c2ccc3c(c2)OCO3)/C1=C(/O)c1ccccc1 (stereo not drawn),-19.3
COc1ccc(CCNC(=O)c2ccc3c(c2)OCO3)cc1OC,-20.8
COc1c(Cl)cc(Cl)cc1C1NC(=S)NC(C)=C1C(=O)Nc1ccccc1 (stereo not drawn),4.7
O=C(/C=C/c1ccc(-c2ccc([N+](=O)[O-])cc2)o1)c1cc2ccccc2o1,-1.7
CCOC(=O)COc1ccc(/C=N/N(C)c2ccccc2)cc1OC,-0.1
NC(=O)c1cc(NC(=O)C(c2ccccc2)c2ccccc2)c(Cl)cc1Cl,-1.9
CCOc1ccc(NC(=O)c2c(NC(=O)CCC(=O)O)sc3c2CCC(C)C3)cc1 (stereo not drawn),-29.0
CCN(CC)c1ccc(C(=O)Nc2ccc(Cl)cc2Cl)cc1,16.4
Cn1cc(Cl)c(C(=O)OCC(=O)Nc2ccccc2)n1,-15.7
CC1(C)CC(NC(=O)c2cccc([N+](=O)[O-])c2)CC(C)(C)N1,-0.5
COCCCNC(=O)c1ccc(OC)cc1,0.8
O=C(Cc1ccc(Br)cc1)Nc1cc([N+](=O)[O-])ccc1Cl,-5.9
Cc1c(C(=O)NC2CCSC2=O)cccc1[N+](=O)[O-] (stereo not drawn),-13.7
CN1C(=O)/C(=C\c2ccc(-c3cc(Cl)cc(Cl)c3)o2)SC1=S,-16.9
COc1cccc(-c2nnc(NC(=O)Nc3ccc(Cl)c(Cl)c3)s2)c1,-20.7
Cc1ccc(CNC(=O)c2ccc([N+](=O)[O-])cc2Cl)cc1,-20.2
COc1ccc(/C=C2\SC(=S)N(c3cccc(F)c3)C2=O)c(OC)c1,-26.5

# Reformatted with tabs: part of the list above.
mol	DUSP3 inh
Cn1cc(Cl)c(C(=O)OCC(=O)Nc2ccccc2)n1	-15.7
CC1(C)CC(NC(=O)c2cccc([N+](=O)[O-])c2)CC(C)(C)N1	-0.5
COCCCNC(=O)c1ccc(OC)cc1	0.8

# Next part
SMILES,DUSP3 inh
COC(=O)c1c(NC(=O)c2cccc(F)c2)sc2c1CCCCC2,-0.5
COc1cc(OC)cc(C(=O)Nc2ccc3oc(-c4ccc(I)cc4)nc3c2)c1,10.0
COc1ccc(/C=c2\sc3n(c2=O)C(c2ccc(OC)cc2)C(C(=O)OC(C)C)=C(C)N=3)cc1 (stereo not drawn),-10.6
Nc1nnc(SCc2ccccc2[N+](=O)[O-])s1,-13.3
Cc1ccccc1N1C(=O)/C(=C\c2cccs2)SC1=S,-33.9
O=C1CC(N2CCN(Cc3ccc4c(c3)OCO4)CC2)C(=O)N1c1cc(Cl)cc(Cl)c1 (stereo not drawn),5.7
CCOC(=O)c1cccc(NC(=O)COc2ccccc2)c1,-25.7
Cc1ccc(Nc2nc(-c3ccc(S(=O)(=O)N4CCOCC4)cc3)cs2)cc1Cl,-8.8
CC(Nc1cc(N2CCN(C)CC2)ccc1[N+](=O)[O-])C12CC3CC(CC(C3)C1)C2 (stereo not drawn),7.7&-19.5
C/C(=N\NC(=O)c1cc(-c2cccc([N+](=O)[O-])c2)n[nH]1)c1ccccc1O,32.7
COc1cc2c(cc1NC(=O)c1c(-c3ccccc3)noc1C)oc1ccccc12,8.8
CC(C)OC(=O)c1ccc(NC(=O)COc2cccc(Cl)c2)cc1,-12.6
CC1=C(C(=O)Nc2ccc(C)cc2)C(c2ccccc2F)NC(=O)N1 (stereo not drawn),3.7
NC1=NC(=O)/C(=C/c2ccc(OC(=O)c3ccccc3Br)cc2)S1,5.4
O=S(=O)(c1ccc(Cl)cc1)N1CCNCC1,6.5
O=C1NC(=S)S/C1=C/c1cc(I)c(O)c(I)c1,0.5
O=C(Nc1ccc(N2CCCCC2)cc1)c1ccc([N+](=O)[O-])cc1,20.5
O=C1C=C(c2cccs2)CC(c2ccccc2)C1n1nnc([N+](=O)[O-])n1 (stereo not drawn),-1.9
COc1ccccc1OCC(=O)Nc1ccc(C(=O)O)cc1,-8.0
Cc1n[nH]c(C)c1CCC(=O)N/N=C/c1ccc(O)cc1,-14.8
COc1ccc(S(=O)(=O)Nc2ccc([N+](=O)[O-])cc2C)cc1,1.8
CC(C)c1ccc(NC(=O)C2COc3ccccc3O2)cc1 (stereo not drawn),-7.8
Cc1ccsc1/C=c1\sc2nc3ccccc3n2c1=O,5.5
CC(C)COc1ccc(C(=O)N2CCCCCC2)cc1,-2.6
CN(C)c1ccc(NC(=O)N2CCOCC2)cc1,1.8
Cc1cc(/C=C2/SC(=O)NC2=O)c(C)n1-c1cccnc1,-17.7
COc1cc(-c2cc(C(F)(F)F)n3ncc(C(=O)NCc4cccnc4)c3n2)cc(OC)c1OC,17.3
Cc1ccc(N2C(=O)c3cccc4c(C(=O)O)ccc(c34)C2=O)cc1,-38.0
